Screening data as filed in PubChem BioAssay.
pPAFAH FP inh: inhibitors of human plasma PAF acetylhydrolase (pPAFAH) | recombinant pPAFAH, FP-rhodamine probe fluorescence polarization | inhibition, % at 3.39 µM | hit rate 1.5% among 330,000;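 active = inhibition above the mean inhibition across the screen plus 3 SD, cut at about 25% in these data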;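 note: inhibitors block binding of the rhodamine activity-based probe so polarization drops; 0% = enzyme with DMSO and 100% = wells lacking pPAFAH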
PAD4 inh: blocks human protein arginine deiminase 4 | Q9UM07 | recombinant PAD4, RCA probe fluorescence polarization | inhibition, % at 6.36 µM | hit rate 0.41% among 330,000;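 active = percent inhibition above a cutoff equal to the mean of all tested compounds plus 3 SD, cut at about 15% in these data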;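 note: 0% = PAD4 with RCA probe and DMSO and 100% = probe without PAD4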
PAFAH1B2 FP inh: blocks human PAF acetylhydrolase 1b catalytic subunit 2 | P68402 | recombinant PAFAH1B2, FP-rhodamine activity probe, fluorescence polarization | inhibition, % at 3.39 µM | hit rate 1.2% among 340,000 | AID 492953;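 active = inhibition above the mean of all tested compounds plus 3 SD, cut at about 24% in these data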;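 note: 0% = enzyme with DMSO and 100% = wells lacking PAFAH1B2; many of its hits are not listed in these tables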
Target sequence (P68402 whole entry, looked up): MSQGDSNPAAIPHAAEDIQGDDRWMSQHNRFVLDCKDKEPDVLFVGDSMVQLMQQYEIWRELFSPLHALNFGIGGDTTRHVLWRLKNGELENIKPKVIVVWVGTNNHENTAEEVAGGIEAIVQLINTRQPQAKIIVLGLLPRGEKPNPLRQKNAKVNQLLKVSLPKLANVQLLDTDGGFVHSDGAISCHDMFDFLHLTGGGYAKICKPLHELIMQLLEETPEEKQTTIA
LYPLA1 inh: blocks human lysophospholipase 1, a PME1 counter-screen; recombinant LYPLA1, FP-Rh probe fluorescence polarization; inhibition, % at 5.9 µM; hit rate 0.16% among 320,000; AID 2174;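 active = inhibition above the mean of all tested compounds plus 3 SD, set per campaign, cut at about 14% in these data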;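 note: inhibitors block serine hydrolase probe labeling of LYPLA1 so polarization falls; 0% = enzyme with DMSO and 100% = wells lacking LYPLA1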
LYPLA2 counter: blocks human lysophospholipase 2, a PME1 counter-screen | recombinant LYPLA2, FP-Rh probe fluorescence polarization | inhibition, % at 5.9 µM | hit rate 0.38% among 320,000;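 active = inhibition above the screen-wide mean plus 3 SD, limit set per campaign, cut at about 26% in these data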;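 note: 0% = LYPLA2 with DMSO and 100% = wells lacking LYPLA2 enzyme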
Target sequence (O95372 whole entry, looked up): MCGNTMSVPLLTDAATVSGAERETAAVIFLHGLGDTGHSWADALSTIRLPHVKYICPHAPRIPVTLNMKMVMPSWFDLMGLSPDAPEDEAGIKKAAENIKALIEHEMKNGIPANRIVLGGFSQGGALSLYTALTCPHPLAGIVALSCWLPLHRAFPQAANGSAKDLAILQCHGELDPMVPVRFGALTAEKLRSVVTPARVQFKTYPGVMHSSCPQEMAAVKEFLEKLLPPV
GSTO1 counter: blocks human GSTO1 in RBBP9 counter-screen | inhibition, % at 5.96 µM | recombinant GSTO1, activity-based probe fluorescence polarization | hit rate 1.1% among 300,000 | P78417;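 active = inhibition above the campaign mean inhibition plus 3 SD, cut at about 35% in these data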;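 note: 0% = GSTO1-1 with DMSO and 100% = wells lacking GSTO1-1 enzyme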
Target sequence (P78417 whole entry, looked up): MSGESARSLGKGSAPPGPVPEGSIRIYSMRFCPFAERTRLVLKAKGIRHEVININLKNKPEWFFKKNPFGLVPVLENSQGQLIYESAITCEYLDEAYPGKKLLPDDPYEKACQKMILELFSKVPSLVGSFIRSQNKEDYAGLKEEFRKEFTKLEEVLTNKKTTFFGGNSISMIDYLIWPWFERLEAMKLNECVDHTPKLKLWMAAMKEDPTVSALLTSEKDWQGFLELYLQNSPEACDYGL
PREPL inhibitor: human PREPL enzyme inhibition | Q4J6C6 | recombinant PREPL, fluorescence polarization activity-based probe | inhibition, % at 5.96 µM | hit rate 0.68% among 320,000 | AID 2751; in the data active = inhibition above about 43%;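 note: 0% = enzyme with DMSO and 100% = wells lacking enzyme; many of its hits are not listed in these tables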
PAFAH1B3 inh: PAFAH1B3 (human) inhibition; Q15102; recombinant PAFAH1B3, FP-rhodamine probe, fluorescence polarization; inhibition, % at 3.39 µM; hit rate 0.28% among 340,000; AID 492972;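 active = inhibition above the screen-wide average of all tested compounds plus 3 SD, cut at about 25% in these data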;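 note: 0% = enzyme with DMSO only and 100% = wells lacking PAFAH1B3 protein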
PAFAH2 FP inh: inhibitors of human PAFAH2 | Q99487 | recombinant PAFAH2, FP-rhodamine activity probe, fluorescence polarization | inhibition, % at 3.39 µM | hit rate 0.99% among 340,000 | AID 492956;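 active = inhibition above the mean over all tested compounds plus 3 SD, cut at about 30% in these data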;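 note: inhibitors block probe labeling of enzyme so polarization drops; 0% = enzyme with DMSO and 100% = wells lacking PAFAH2 protein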
* hit, by the source's call; x = no result given. Only part of the results is shown; the hit share may differ from the screen's.

SMILES	pPAFAH FP inh	PAD4 inh	PAFAH1B2 FP inh	LYPLA1 inh	LYPLA2 counter	GSTO1 counter	PREPL inhibitor	PAFAH1B3 inh	PAFAH2 FP inh
CCOCCCN1C(=O)CN(C2CCCCC2)C(=O)C1c1ccc(OC)c(OC)c1 (configuration not stated)	4.1	-1.3	2.0	0.0	-5.6	5.1	5.4	7.9	0.2
CCC1(CC)Cc2ccccc2C(N)=C1C#N	4.0	3.3	3.5	0.7	8.3	4.0	-6.2	2.3	0.4
Cc1c(-c2ccc(F)cc2)nc(N)c(C#N)c1-c1cccnc1	-0.4	0.5	x	5.5	8.2	1.9	-3.3	x	x
CCOC(=O)c1c(C)[nH]c(O)c1C=Nc1ccccc1	0.2	7.6	6.3	-0.1	3.4	0.9	22.0	0.0	7.6
C[C@H](c1ccccc1)n1nnc(COCc2ccccc2)c1C#CCOCc1ccccc1	3.3	3.1	-0.9	-1.4	-1.9	1.2	-6.0	12.7	-2.8
CCN(CC)C(=O)CC(c1ccc2c(c1)OCO2)c1c(OC)cc(OC)c2c(-c3ccccc3)cc(=O)oc12 (configuration not stated)	6.6	1.6	5.3	-4.2	-6.2	-1.9	-18.9	5.8	-0.4
CC(C)C(OC(=O)c1nsc(Cl)c1Cl)C(=O)NCC1CCCO1 (configuration not stated)	10.9	-4.2	8.2	-1.9	-1.5	0.1	-3.1	3.1	-11.2
COc1ccc(N2CCN(C(=O)CN(Cc3ccccc3)S(C)(=O)=O)CC2)cc1	3.2	-7.5	0.8	0.7	4.4	-4.3	11.1	5.3	-2.3
CC(NCC(=O)Nc1cc(Cl)cc(Cl)c1)c1ccccc1 (configuration not stated)	10.5	4.7	12.7	-2.7	-1.2	-2.1	-12.2	2.4	-2.0
C#CCOCCOCCOCCNc1nc(N2CCN(C(=O)[C@H](CCC(=O)O)n3cc([C@@H](N)[C@H](C)CC)nn3)CC2)nc(N2CCN(C(=O)[C@H](CCC(=O)O)n3cc([C@@H](N)CC(N)=O)nn3)CC2)n1	0.1	-0.3	2.1	x	x	x	-1.0	6.1	1.8
O=S(=O)(c1ccc(Oc2ccc3oc4ccccc4c3c2)nc1)N1CCCC1	3.1	2.2	5.2	-0.8	4.5	-1.5	4.1	0.9	1.6
CCCC(=O)Nc1cccc(S(=O)(=O)N(C)c2ccccc2)c1	1.1	-0.2	6.5	-0.4	-0.8	-3.7	-9.0	7.2	4.9
Cc1cc(SCC#N)n2nc(C)c(-c3ccccc3)c2n1	31.9*	0.3	-1.1	1.5	-5.4	-16.9	9.7	3.2	9.4
CCCc1c(C(=O)N/N=C/c2cccc(OCc3ccc(F)cc3)c2)nnn1-c1nonc1N	1.7	-1.7	-1.2	0.1	5.2	2.0	11.4	3.8	-1.2
Cc1ccc2nsnc2c1S(=O)(=O)N1CCN(Cc2ccc3c(c2)OCO3)CC1	0.1	-1.6	3.3	3.2	1.3	4.6	21.5	-5.2	2.3
CCSc1nc2c(c(-c3ccc(C)o3)c1C#N)CCCC2	-6.0	1.4	2.9	-2.8	-9.7	3.1	5.9	3.7	-0.8
Oc1ccc(Br)cc1Cn1nnc2ccccc21	3.1	1.4	-2.6	-2.5	1.8	8.0	-0.5	3.4	-0.9
Cc1cc(=O)[nH]c2ccc(S(=O)(=O)NCc3ccccc3)cc12	-4.1	-2.8	5.9	-1.5	-8.6	-2.7	-8.8	3.7	0.5
Cc1cccc(N2C(=O)CC(Sc3nc(C)c4c(n3)CCCC4)C2=O)c1 (configuration not stated)	-4.0	-4.6	-4.3	-2.0	-3.9	8.7	13.0	2.2	0.3
CCC(C)NC(=O)C1c2ccccc2C(=O)N1Cc1ccc(OC)cc1OC (configuration not stated)	6.3	-1.7	1.9	0.8	-0.2	4.7	-3.4	12.2	8.2

Entries of single compounds as entered above. Screens in order: pPAFAH FP inh	PAD4 inh	PAFAH1B2 FP inh	LYPLA1 inh	LYPLA2 counter	GSTO1 counter	PREPL inhibitor	PAFAH1B3 inh	PAFAH2 FP inh
CCSc1nc2c(c(-c3ccc(C)o3)c1C#N)CCCC2 is listed with -6.0	1.4	2.9	-2.8	-9.7	3.1	5.9	3.7	-0.8
Oc1ccc(Br)cc1Cn1nnc2ccccc21 is listed with 3.1	1.4	-2.6	-2.5	1.8	8.0	-0.5	3.4	-0.9
O=S(=O)(c1ccc(Oc2ccc3oc4ccccc4c3c2)nc1)N1CCCC1 is listed with 3.1	2.2	5.2	-0.8	4.5	-1.5	4.1	0.9	1.6
CCC(C)NC(=O)C1c2ccccc2C(=O)N1Cc1ccc(OC)cc1OC (configuration not stated) is listed with 6.3	-1.7	1.9	0.8	-0.2	4.7	-3.4	12.2	8.2
CCCC(=O)Nc1cccc(S(=O)(=O)N(C)c2ccccc2)c1 is listed with 1.1	-0.2	6.5	-0.4	-0.8	-3.7	-9.0	7.2	4.9

A different layout for part of the listing above.
Screens in order: pPAFAH FP inh | PAD4 inh | PAFAH1B2 FP inh | LYPLA1 inh | LYPLA2 counter | GSTO1 counter | PREPL inhibitor | PAFAH1B3 inh | PAFAH2 FP inh
> CCCc1c(C(=O)N/N=C/c2cccc(OCc3ccc(F)cc3)c2)nnn1-c1nonc1N
→ 1.7 | -1.7 | -1.2 | 0.1 | 5.2 | 2.0 | 11.4 | 3.8 | -1.2
> CCC(C)NC(=O)C1c2ccccc2C(=O)N1Cc1ccc(OC)cc1OC (configuration not stated)
→ 6.3 | -1.7 | 1.9 | 0.8 | -0.2 | 4.7 | -3.4 | 12.2 | 8.2

Some values from the entries so far:
PAFAH1B2 FP inh result of `O=S(=O)(c1ccc(Oc2ccc3oc4ccccc4c3c2)nc1)N1CCCC1` = 5.2
PAFAH1B2 FP inh result of `CCCc1c(C(=O)N/N=C/c2cccc(OCc3ccc(F)cc3)c2)nnn1-c1nonc1N` = -1.2

(next part)
SMILES	pPAFAH FP inh	PAD4 inh	PAFAH1B2 FP inh	LYPLA1 inh	LYPLA2 counter	GSTO1 counter	PREPL inhibitor	PAFAH1B3 inh	PAFAH2 FP inh
CCOC(=O)C1CCN(C(=O)c2cc3ccc(OC)cc3[nH]2)CC1	-0.9	6.2	0.9	-1.8	0.6	6.7	4.5	6.5	4.2
COc1ccc(OCC(=O)OCC(=O)Nc2cc(S(=O)(=O)N3CCOCC3)ccc2Cl)cc1	29.1*	0.0	5.1	x	x	x	5.8	9.2	3.2
COC(=O)c1c(C)oc2ccc(N(C(C)=O)S(=O)(=O)c3ccccc3)cc12	7.6	1.2	-2.7	5.2	3.4	1.9	7.0	4.2	10.9
Cn1cc(S(=O)(=O)N2CCC(Cc3ccccc3)CC2)c(=O)n(C)c1=O	5.4	2.5	5.5	1.3	1.4	-0.1	7.9	5.1	4.2
C=CCSc1nnc2n(CCc3ccccc3)c(=O)c3c4c(sc3n12)COC(C)(C)C4	-3.1	1.0	1.9	4.0	2.2	2.6	16.2	7.6	7.3
O=C(NCCOC(=O)C1COc2ccccc2O1)C1COc2ccccc2O1 (configuration not stated)	12.8	0.8	1.4	1.2	0.2	1.5	-53.8	1.1	-4.1
CC(=O)OCC(=O)Nc1ccc(N=Nc2ccccc2)cc1	0.6	0.3	-3.2	2.5	5.1	-1.6	8.0	3.2	5.0
O=C(CN1C(=O)C2CCCCN2C(=O)c2ccccc21)N1CCCc2ccccc21 (configuration not stated)	3.9	-1.4	4.5	-1.0	7.4	-11.3	1.7	9.9	-5.0

Molecules above with two or more sulfur atoms (two):
SMILES	pPAFAH FP inh	PAD4 inh	PAFAH1B2 FP inh	LYPLA1 inh	LYPLA2 counter	GSTO1 counter	PREPL inhibitor	PAFAH1B3 inh	PAFAH2 FP inh
Cc1ccc2nsnc2c1S(=O)(=O)N1CCN(Cc2ccc3c(c2)OCO3)CC1	0.1	-1.6	3.3	3.2	1.3	4.6	21.5	-5.2	2.3
C=CCSc1nnc2n(CCc3ccccc3)c(=O)c3c4c(sc3n12)COC(C)(C)C4	-3.1	1.0	1.9	4.0	2.2	2.6	16.2	7.6	7.3
